Compound activity (PubChem BioAssay)
Vif-APOBEC3G blk: blocks the Vif interaction with human APOBEC3G; Potency, µM (top dose mostly 46.1 µM), for the others: top-dose activity, negative = active, usual class: inhibitors; Q9HC16; AID 602310; 410,000 tested, 0.076% active; HeLa A3G-eYFP + Vif (tagged APOBEC3G with the HIV-1 protein that degrades it), YFP fluorescence, overnight;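 also: potency is read from the fitted curve at half-maximal effect; % is scaled to controls: 0 for no effect and ±100 for the full control effect; nearly all actives have a fitted effect of over 60% in size; hits raise eYFP signal because A3G escapes Vif-driven loss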
Target sequence (Q9HC16 whole entry, looked up): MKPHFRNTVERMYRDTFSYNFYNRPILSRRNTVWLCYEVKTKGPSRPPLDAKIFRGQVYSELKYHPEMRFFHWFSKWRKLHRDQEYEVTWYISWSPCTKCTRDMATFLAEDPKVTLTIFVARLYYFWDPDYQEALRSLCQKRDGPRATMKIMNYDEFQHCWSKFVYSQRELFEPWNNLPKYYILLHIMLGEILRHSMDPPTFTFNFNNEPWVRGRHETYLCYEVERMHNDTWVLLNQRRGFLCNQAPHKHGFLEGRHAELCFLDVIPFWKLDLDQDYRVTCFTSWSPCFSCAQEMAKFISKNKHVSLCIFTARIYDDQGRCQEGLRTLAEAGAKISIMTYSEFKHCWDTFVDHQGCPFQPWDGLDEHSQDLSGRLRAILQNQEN
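HeLa cells stably expressing Vif and C-terminally eYFP-tagged A3G, seeded overnight at 37 deg C, then exposed to compound by pintool overnight at 37 deg C. Rise in yellow fluorescence (Ex 488/Em 500-530, Acumen) marks blocked Vif-driven A3G degradation.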
mIDH1 inhibitor: blocks human mutant IDH1 R132H enzyme | O75874 | 390,000 tested, 0.093% active | Potency, µM (top dose mostly 76.6 µM), without a hit: top-dose activity change, negative = inhibition, usual class: inhibitors | IDH1-R132H enzyme, NADPH consumption, diaphorase/resazurin fluorescence; also: potency is read from the fitted curve at half-maximal effect; % is scaled to controls: 0 for no effect and ±100 for the full control effect; nearly all actives have a fitted effect of over 65% in size
Target sequence (O75874 whole entry R132H, stated change not applied): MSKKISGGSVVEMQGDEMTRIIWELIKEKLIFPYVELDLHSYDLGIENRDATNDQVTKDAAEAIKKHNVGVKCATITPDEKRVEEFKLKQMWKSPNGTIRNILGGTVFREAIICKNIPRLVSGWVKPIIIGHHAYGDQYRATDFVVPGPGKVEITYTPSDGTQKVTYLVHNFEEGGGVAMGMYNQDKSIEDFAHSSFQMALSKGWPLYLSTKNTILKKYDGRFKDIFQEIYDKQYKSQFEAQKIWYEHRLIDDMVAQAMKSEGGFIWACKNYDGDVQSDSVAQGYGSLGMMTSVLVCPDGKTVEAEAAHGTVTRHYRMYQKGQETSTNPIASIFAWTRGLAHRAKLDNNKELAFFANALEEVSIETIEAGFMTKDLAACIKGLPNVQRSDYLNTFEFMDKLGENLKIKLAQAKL
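IDH1-R132H (0.5 ug/mL dispensed) in pH 7.5 Tris buffer was preincubated 30 min with compound, then given a substrate mix of 0.016 mM NADPH and 2 mM alpha-KG for 80 min at room temperature; remaining NADPH was read by diaphorase/resazurin fluorescence.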
RGS4 inh: inhibitors of human regulator of G protein signaling 4. P49798. Transcreener GDP fluorescence polarization, RGS4-accelerated GTP hydrolysis. Potency, µM (highest dose often 114 µM), without a hit: at the highest dose activity change, negative = inhibition, hits mostly inhibitors. 390,000 tested, 0.039% active; also: potency is read from the fitted curve at half-maximal effect; % is scaled to controls: 0 for no effect and ±100 for the full control effect; nearly all actives have a fitted effect of over 75% in size; some results filed as inactive show a strong effect at the top dose
Target sequence (P49798 whole entry, looked up): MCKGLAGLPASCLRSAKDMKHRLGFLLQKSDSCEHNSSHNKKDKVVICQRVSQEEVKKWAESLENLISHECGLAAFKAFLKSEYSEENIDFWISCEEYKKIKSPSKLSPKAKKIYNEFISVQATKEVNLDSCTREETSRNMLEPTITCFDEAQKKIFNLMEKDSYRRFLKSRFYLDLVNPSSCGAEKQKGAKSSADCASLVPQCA
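MLSMR compounds (23 nl, pin-transferred) preincubated 10 min at room temperature with a 500nM (2x) first reagent, then RGS4 at 900nM (2x) plus Transcreener GDP mix added; fluorescence polarization (620/688 nm) read before and after 90 min at 30 °C.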
TrxR1 inh: inhibitors of rat thioredoxin reductase 1. O89049. recombinant rTrxR1, NADPH fluorescence consumption, selenite substrate. Potency, µM (top dose mostly 114 µM), inactives show at the highest dose activity change, negative = inhibition, hits mostly inhibitors. 390,000 tested, 1% active; also: potency is read from the fitted curve at half-maximal effect; % is scaled to controls: 0 for no effect and ±100 for the full control effect; nearly all actives have a fitted effect of over 65% in size
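Rat TrxR1 (90 nM in the dispensed reagent) was pre-reduced with 400 uM NADPH for 5 min at room temperature, then incubated with compound for 15 min. After 400 uM selenite was added, NADPH fluorescence (Ex 340/Em 450 nm) was followed for 8 min.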
Vif-A3F inh: inhibitors of Vif-A3F interaction; HeLa A3F-eYFP + Vif (tagged APOBEC3F with the HIV-1 protein that degrades it), YFP fluorescence increase; Potency, µM (series often up to 46.1 µM), inactives show at the top dose activity, negative = active; 390,000 tested, 0.2% active; also: potency is read from the fitted curve at half-maximal effect; % of control where 0% means no effect; nearly all actives have a fitted effect of over 65% in size
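HeLa cells stably expressing Vif plus C-terminally eYFP-tagged A3F were seeded, incubated overnight at 37 deg C, dosed with compound, incubated overnight again at 37 deg C. Yellow fluorescence (Ex 488/Em 500-530) reported blocked Vif-mediated A3F-eYFP degradation.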
USP1-UAF1 inh: USP1/UAF1 (human) deubiquitinase inhibition. O94782. recombinant USP1/UAF1, Ub-Rhodamine cleavage fluorescence. Potency, µM (doses to about 57.1 µM), without a hit: at the top dose activity change, negative = inhibition, most hits filed as inhibitors. 390,000 tested, 0.23% active; also: potency is read from the fitted curve at half-maximal effect; % is scaled to controls: 0 for no effect and ±100 for the full control effect; nearly all actives have a fitted effect of over 60% in size; inactives centre near -12
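USP1/UAF1 complex (1 nM) preincubated 15 min at room temperature with compound, then Ub-Rho substrate (150 nM final) added. Kinetic fluorescence at 480/540 nm over 6 reads at 60 s intervals; 50 mM HEPES pH 7.8, 0.5 mM EDTA, 0.1 mg/ml BSA, 1 mM TCEP, 0.01% Tween-20.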
LDHA block: LDHA (human) enzyme inhibition; P00338; AID 1347041; purified LDHA, NADH/diaphorase-resazurin fluorescence; hits give low values; 480,000 tested, 0.15% active; activity change, % (values are at about 110 or 230 µM); in the data active = activity change below about -30%; inconclusive = mostly about -25% to -30%;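 also: plate controls were DMSO wells for no effect and wells without enzyme for full effect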
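Human LDH5 at 2 nM final in Tris HCl pH 7.4 with 0.06 mM NADH and 0.2 mM pyruvate, reacted 5 minutes at room temperature. Remaining NADH coupled via diaphorase/resazurin; resorufin fluorescence read at 0 and 20 minutes, normalized to enzyme-free and DMSO wells.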
Glioma ERSR ind: inducers of ER stress response in human glioma cells. U87-MG GRP78 promoter luciferase reporter, 16 h. Potency, µM, for the others: top-dose activation, most hits filed as activators. 420,000 tested, 0.02% active. AID 602332; also: potency is read from the fitted curve at half-maximal effect; series mostly up to about 76 µM; % of control where 0% means no effect; nearly all actives have a fitted effect of over 35% in size
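Stably transfected U87-MG human glioma cells carrying a GRP78-based luminescent sensor were seeded at 1000 cells/well, pin-dosed with compounds and incubated 16 h. Luciferase reagent was then added, and end-point luminescence was read after 10 min at room temperature.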
TrxR1 substrate: is turned over as a substrate by rat TrxR1. O89049. purified TrxR1 substrate turnover, NADPH consumption readout. Potency, µM (highest dose often 114 µM), without a hit: at the highest dose activity change, negative = substrate turnover. 390,000 tested, 0.01% active. AID 588456; also: potency is read from the fitted curve at half-maximal effect; % is scaled to controls: 0 for no effect and ±100 for the full control effect; nearly all actives have a fitted effect of over 50% in size
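Rat TrxR1, dispensed at 90 nM, was prereduced with 400 uM NADPH (final) for 5 min at ~22 deg C, then incubated with compound 15 min before 400 uM selenite. A first-read NADPH fluorescence drop versus no-compound background flagged substrates.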
The depositor's hits bear a star; u = inconclusive; & = joins results of further samples; [ ] = remark or other dose. Unless noted, calls follow the shape of the dose curve; as a rule, active = well fitted curve in the direction sought with a large enough effect; inconclusive = small, poorly fitted or top-dose-only effect, or another doubt; inactive = no such curve, though single readings can be large; an effect the other way counts as inactive or inconclusive.

SMILES | Vif-APOBEC3G blk | mIDH1 inhibitor | RGS4 inh | TrxR1 inh | Vif-A3F inh | USP1-UAF1 inh | LDHA block | Glioma ERSR ind | TrxR1 substrate
N#Cc1c(NC(=O)C2CCCO2)sc2c1CCCCC2 (stereo not drawn) | 5.9% | 2.7% | -4.2% | 3.7% | -15.7% | -17.5% | -3.3 | 1.4% | 1.3%
COc1cc(CC(=O)OCC(=O)NC2CCCCCC2)cc(OC)c1OC | 3.2% | 7.7% | 0.5% | 4.8%[11.4 µM] | 0.7% | -2.9% | -3.0 | -4.1% | 0.4%[11.4 µM]
CC(=O)Nc1cccc(/C(C)=N/NC(=S)NC(C)C)c1 | -7.0% | 5.8% | 29.7% | -12.4%[57.1 µM] | u | -25.7% | -6.3 | 1.7% | -1.0%[57.1 µM]
c1ccc(CN2CCOCC2)cc1 | 0.8% | 1.3% | -18.8% | 21.9% | 2.3% | u | 1.5 | -3.0% | -5.0%
O=C(CSc1nnc(-c2ccc(Cl)cc2)o1)NNC(=O)c1ccncc1 | -1.2% | 11.3% | -13.9% | 10.0% | 1.3% | -16.7% | 0.0 | -5.8% | 4.5%
Cc1nnc(-n2ncc(C#N)c2N)c2nn(-c3cccc(Cl)c3)c(C)c12 | -11.0% | -3.4% | -2.5% | 3.1% | -4.3% | 2.7% | 0.0 | -0.7% | -3.6%
O=C1c2oc3ccc(F)cc3c(=O)c2C(c2cccc(O)c2)N1CCCN1CCOCC1 (stereo not drawn) | -0.1% | -2.1% | 2.9% | -2.9%[57.1 µM] | 0.2% | -3.1% | -11.2 | 0.6% | 1.0%[57.1 µM]
CC1CN=C(N(C(=O)Nc2ccccc2)c2ccc(S(=O)(=O)N3CCOCC3)cc2)S1 (stereo not drawn) | -1.6% | 3.0% | -2.4% | 20.3% | 2.5% | -18.0% | -4.5 | 3.3% | 6.7%
COc1ccc(Cl)cc1S(=O)(=O)NC(C)C(=O)NCCCn1ccnc1 (stereo not drawn) | -0.2% | 0.8% | -25.9% | 11.7% | -27.0% | -4.2% | -4.7 | -4.7% | 1.5%
CC(=O)c1cccc(NC(=O)/C(=C\c2cccnc2)NC(=O)c2ccccc2)c1 | -0.2% | -2.6% | -3.5% | 32.1%[57.1 µM] | 10.1% | -18.9% | -3.8 | -8.8% | 9.8%[57.1 µM]
O=C(NCC1CCCO1)C1CC(=O)N(C2CCCCCC2)C1 (stereo not drawn) | -2.8% | -0.8% | -0.8% | 8.0%[57.1 µM] | -2.3% | -0.4% | -3.4 | -2.5% | 10.6%[57.1 µM]
CCc1nnc(NC(=O)CSc2nnc(-c3ccccc3O)n2CC)s1 | 1.1% | -10.5% | 17.1% | 23.0% | -8.8% | -10.6% | 4.4 | -3.5% | 0.8%
COc1ccc(-c2nnc(-c3ccccc3)o2)cc1OC | -0.9% | -5.8% | 8.0% | 40.3%[activator] | -0.1% | -11.0% | -2.7 | -3.0% | 49.8%[activator]
COc1ccc(Nc2nc3ccccc3nc2NS(=O)(=O)c2cccs2)cc1 | -0.5% | 1.1% | 0.8% | -10.1% | 4.7% | -29.8% | -5.6&-5.8 | -0.6% | -9.4%
COc1ccc(Cc2n[nH]c(=S)n2-c2ccc3c(c2)OCCO3)cc1 | -13.6% | 15.4% | -21.1% | -9.8% | -6.6% | -18.7% | 0.2 | -0.5% | 4.8%
N/C(=N\OC(=O)c1cccc2ccccc12)c1cccc([N+](=O)[O-])c1 | 0.8% | -0.5% | u | 3.5% | -17.0% | -7.4% | -10.9 | 7.4% | -0.9%
Cc1ccc(N2C(=O)CC(c3ccccc3F)C3=C2COC3=O)cc1Cl (stereo not drawn) | 1.9% | -1.5% | -14.1% | 13.8% | -4.8% | -15.3% | -7.3 | -2.5% | 0.9%
CN(CC(=O)Nc1cccc(F)c1)CC(=O)Nc1cccc2ccccc12 | -1.1% | -0.9% | 7.7% | -6.8% | 1.3% | -6.5% | -0.1 | 2.1% | -6.6%
C=CCn1c(SCC(=O)Nc2ccc(N3CCOCC3)cc2)nnc1-c1ccncc1 | 0.0% | -7.3% | 2.0% | 19.9%[57.1 µM] | 1.5% | -12.1% | -7.7 | -1.1% | 9.9%[57.1 µM]
CC(Sc1ccc(Cl)cc1)C(=O)NNC(=O)c1ccccc1O (stereo not drawn) | -5.6% | -5.7% | -16.3% | 24.5% | -10.0% | -16.1% | 3.2 | 3.3% | 1.2%

Part of the list above in order of count of non-hydrogen atoms, lowest first:
SMILES | Vif-APOBEC3G blk | mIDH1 inhibitor | RGS4 inh | TrxR1 inh | Vif-A3F inh | USP1-UAF1 inh | LDHA block | Glioma ERSR ind | TrxR1 substrate
CC(=O)Nc1cccc(/C(C)=N/NC(=S)NC(C)C)c1 | -7.0% | 5.8% | 29.7% | -12.4%[57.1 µM] | u | -25.7% | -6.3 | 1.7% | -1.0%[57.1 µM]
CCc1nnc(NC(=O)CSc2nnc(-c3ccccc3O)n2CC)s1 | 1.1% | -10.5% | 17.1% | 23.0% | -8.8% | -10.6% | 4.4 | -3.5% | 0.8%
CC(=O)c1cccc(NC(=O)/C(=C\c2cccnc2)NC(=O)c2ccccc2)c1 | -0.2% | -2.6% | -3.5% | 32.1%[57.1 µM] | 10.1% | -18.9% | -3.8 | -8.8% | 9.8%[57.1 µM]

More compounds:
SMILES | Vif-APOBEC3G blk | mIDH1 inhibitor | RGS4 inh | TrxR1 inh | Vif-A3F inh | USP1-UAF1 inh | LDHA block | Glioma ERSR ind | TrxR1 substrate
CCOC(=O)NC1(C(F)(F)F)NC(=O)N(C2CCCCC2)C1=O (stereo not drawn) | 0.8% | 1.0% | -4.4% | 13.5% | -3.1% | 15.7% | 7.1 | -4.5% | 0.1%
COc1ccc(NC(=O)N(CCCN2CCOCC2)Cc2cccnc2)c(OC)c1 | 0.5% | 4.1% | -0.4% | 21.1% | 0.8% | -17.9% | -0.9 | -2.2% | 0.0%
Cc1ccc(C)c(N2CCN(C(=O)c3cc4ccccc4oc3=O)CC2)c1 | -1.3% | -5.9% | 1.9% | 5.0%[57.1 µM] | -4.1% | -25.0% | 2.9 | -2.3% | -1.4%[57.1 µM]
COc1ccc(C(C(=O)NC(C)(C)C)N(CCc2ccccc2)C(=O)CCC(=O)Nc2cc(C)on2)cc1 (stereo not drawn) | -3.4% | -3.5% | 23.4% | -16.0%[57.1 µM] | 13.7% | -10.5% | -2.4 | 0.1% | -1.0%[57.1 µM]
CCc1cccc(NC(=O)c2ccc(NC(=O)N3CCSc4ncccc43)cc2)c1 | 2.0% | 0.2% | 21.5% | 22.8% | -3.4% | -3.5% | 1.4 | -4.2% | 8.0%
Cc1ccc(/C=N/c2sc(Cc3ccccc3)c(C)c2C(N)=O)o1 | u | 0.8% | -30.1% | -18.4% | u | u | -3.9 | -0.2% | -9.3%
COc1ccc(N2CC(NC(=O)c3ccc4c(c3)OCO4)CC2=O)cc1OC (stereo not drawn) | -4.1% | 0.0% | -13.9% | 12.6%[57.1 µM] | -7.2% | -10.9% | -9.5 | -0.8% | 4.6%[57.1 µM]
O=S(=O)(NCC(c1cccnc1)N1CCN(Cc2ccccc2)CC1)c1ccc(Cl)cc1 (stereo not drawn) | -14.4% | -1.7% | -12.5% | 10.1% | -7.4% | -18.8% | -0.8 | -6.7% | 2.5%
CCOC(=O)c1c(C)oc2nc(C)nc(N3CCN(c4ccc(C(C)=O)cc4)CC3)c12 | -1.8% | -4.4% | -1.5% | 16.5% | -7.4% | -20.9% | -3.0 | -2.3% | 1.9%
CS(=O)(=O)N(CC(O)Cn1c2ccccc2c2ccccc21)c1cccc2ccccc12 (stereo not drawn) | -5.8% | 2.8% | 28.7% | 19.0% | -5.2% | -23.9% | 1.0 | -0.2% | 6.0%
CNC(=O)c1c(I)c(C(=O)NCC(=O)Nc2c(I)c(C(=O)O)c(I)c(C(=O)NCCO)c2I)c(I)c(N(C)C(C)=O)c1I | 4.5% | -11.1% | 13.2% | 26.7% | -2.1% | -25.0% | 0.2 | -2.1%&-1.5% | 3.5%
CCOC(=O)c1n[nH]n2c1nc(=S)c1ccccc12 | 5.4% | 0.5% | -36.2% | u | u | -17.4% | -0.1 | 3.1% | -7.0%
CCN(c1ccccc1)S(=O)(=O)c1ccc(C(=O)Oc2ccc(C(C)=O)cc2)cc1 | 0.8% | 1.3% | -14.0% | 9.6% | -4.7% | -19.3% | 0.8 | -2.0% | -0.2%
COC(=O)c1cccc(NC(=S)N2CCOCC2)c1 | -0.3% | 9.4% | 21.4% | 17.4% | 0.6% | -18.6% | -12.5 | 4.1% | 11.0%
COc1ccc(Cc2nnc(Cl)c3ccccc23)cc1OC | 4.8% | 6.4% | 9.9% | 12.1% | -0.4% | -23.4% | -0.8 | 0.0% | 5.8%
CC12CN(C(=O)c3ccc(Cl)cc3)C3(C#N)CC1CCC23C (stereo not drawn) | 0.4% | 8.6% | 23.8% | 2.0% | -2.8% | -17.6% | -5.7 | -5.2% | -3.5%

An excerpt; rates above refer to the full screens.
